KB-V1 cytotox – kills drug-selected multidrug resistant KB-V1 cells; KB-V1 MDR cells viability, CellTiter-Glo, 72 h; Potency, µM (top dose mostly 46.1 µM), for the others: at the top dose activity change, negative = cytotoxicity, actives largely listed as cytotoxic; 400,000 tested, 3.4% active; AID 1347076; further: potency means the concentration at half of the fitted maximal effect; on the % scale 0 is the no-effect control and ±100 the full control effect; nearly all actives have a fitted effect of over 60% in size
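Drug-selected KB-V1 cells, grown in DMEM lacking phenol red with 10% FBS, receive compound titrations; after three days at 37 degrees C, surviving cell ATP is quantified by CellTiter-Glo luminescence and responses normalized and curve-fitted.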
ATXN2 expr inh – inhibitors of ATXN2 expression | HEK-293 ATXN2-luciferase reporter, luminescence, 24 h | Potency, µM (titrated, usually from 57 µM), inactives show at the highest dose activity change, negative = inhibition, hits mostly inhibitors | AID 1745845 | 360,000 tested, 0.72% active; further: potency means the concentration at half of the fitted maximal effect; on the % scale 0 is the no-effect control and ±100 the full control effect; nearly all actives have a fitted effect of over 55% in size
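ATXN2-luciferase reporter cells (luciferase flanked by upstream and downstream ATXN2 gene portions) were treated 24 h at 37 °C with compounds at up to 57 uM. SteadyGlo luminescence gave expression; GF-AFC fluorescence gave viability.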
HT1080 IDH1KD tx – toxicity to HT-1080 IDH1 knockdown cells (counter line). HT-1080 IDH1 knockdown viability, ATP luminescence, 48 h. Potency, µM (top dose mostly 46.1 µM), inactives show top-dose activity, negative = toxicity, hits mostly cytotoxic. 360,000 tested, 2% active;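 further: potency means the concentration at half of the fitted maximal effect; 0% = DMSO wells and -100% = cell-free medium wells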
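HT-1080-IDH1KD cells (IDH1 knocked down), 750/well in RPMI with 5% FBS, treated with compound 48 h at 37 degrees C. Viability by CellTiter-Glo luminescence, normalised to DMSO and no-cell wells; concentration-response curves classed.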
IL1B secr inh – blocks inflammasome-driven IL-1 beta release; THP-1 LPS/ATP IL-1B secretion, AlphaLISA, 16 h; hits give low values; activity change, % at 57.5 µM; 360,000 tested, 4.7% active; in the data active means activity change below about -50%; inconclusive means mostly about -30% to -49%; further: on the % scale 0 is the no-effect control and ±100 the full control effect
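Secreted IL-1B measured by AlphaLISA bead assay after 16 h compound exposure of THP-1 cells; compounds (final up to 57.5 uM) added 1 h before LPS (250 ng/mL) and ATP (1.25 mM) stimulation; lower signal means less secretion.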
WRN inhibitor – inhibitors of human WRN helicase; Q14191; WRN helicase unwinding, fluorescent forked duplex, kinetic; Potency, µM (highest dose often 114 µM), for inactives: at the top dose activity change, negative = inhibition, hits mostly inhibitors; 360,000 tested, 0.46% active; further: potency means the concentration at half of the fitted maximal effect; on the % scale 0 is the no-effect control and ±100 the full control effect; nearly all actives have a fitted effect of over 55% in size
Target sequence (Q14191 whole entry, looked up): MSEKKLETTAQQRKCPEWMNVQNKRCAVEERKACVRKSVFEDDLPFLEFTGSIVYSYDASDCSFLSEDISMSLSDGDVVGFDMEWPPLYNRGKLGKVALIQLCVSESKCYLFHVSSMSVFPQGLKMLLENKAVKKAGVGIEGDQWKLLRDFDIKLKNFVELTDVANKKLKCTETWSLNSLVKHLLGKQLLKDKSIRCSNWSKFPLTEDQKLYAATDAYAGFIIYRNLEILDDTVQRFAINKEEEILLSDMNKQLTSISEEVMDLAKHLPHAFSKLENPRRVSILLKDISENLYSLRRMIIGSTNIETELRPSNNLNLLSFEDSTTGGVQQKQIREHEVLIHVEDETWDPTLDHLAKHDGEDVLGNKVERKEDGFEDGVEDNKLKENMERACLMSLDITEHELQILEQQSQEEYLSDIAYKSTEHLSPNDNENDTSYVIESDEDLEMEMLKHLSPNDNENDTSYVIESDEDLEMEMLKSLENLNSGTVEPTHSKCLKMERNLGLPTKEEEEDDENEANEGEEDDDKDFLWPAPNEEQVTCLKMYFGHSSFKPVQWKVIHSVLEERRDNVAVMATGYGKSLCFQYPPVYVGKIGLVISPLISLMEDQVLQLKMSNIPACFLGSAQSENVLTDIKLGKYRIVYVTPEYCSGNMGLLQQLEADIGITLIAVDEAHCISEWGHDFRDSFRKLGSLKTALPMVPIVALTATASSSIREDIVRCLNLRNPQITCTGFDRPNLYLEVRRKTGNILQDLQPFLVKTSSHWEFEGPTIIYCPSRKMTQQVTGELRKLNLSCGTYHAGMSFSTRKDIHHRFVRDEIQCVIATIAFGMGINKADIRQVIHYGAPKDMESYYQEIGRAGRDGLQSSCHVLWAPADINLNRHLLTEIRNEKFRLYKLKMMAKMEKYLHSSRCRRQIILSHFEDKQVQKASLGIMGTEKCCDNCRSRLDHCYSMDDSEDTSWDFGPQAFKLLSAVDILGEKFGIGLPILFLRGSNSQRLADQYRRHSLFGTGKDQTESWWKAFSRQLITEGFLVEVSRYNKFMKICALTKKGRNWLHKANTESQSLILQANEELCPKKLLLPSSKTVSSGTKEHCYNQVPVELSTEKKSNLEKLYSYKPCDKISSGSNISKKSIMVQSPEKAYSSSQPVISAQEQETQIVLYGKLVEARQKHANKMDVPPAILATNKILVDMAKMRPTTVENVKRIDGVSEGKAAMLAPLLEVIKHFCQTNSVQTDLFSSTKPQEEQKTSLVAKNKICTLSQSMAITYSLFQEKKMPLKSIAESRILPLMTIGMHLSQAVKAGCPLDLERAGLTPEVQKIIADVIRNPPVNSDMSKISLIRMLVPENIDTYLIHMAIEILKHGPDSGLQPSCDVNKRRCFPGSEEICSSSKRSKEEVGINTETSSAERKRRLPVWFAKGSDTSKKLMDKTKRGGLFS
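Kinetic fluorescence helicase assay: unwinding of a quenched forked DNA duplex (100 nM final) with 2 mM ATP final raises red fluorescence (525/598 nm). Compounds sat 15 min at room temperature with 20 nM WRN beforehand.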
SW480 rerep – inducers of DNA re-replication in SW480 colon cancer cells | AID 624297 | 340,000 tested, 1.8% active | Potency, µM (top dose mostly 46.1 µM), without a hit: at the highest dose re-replication activation, most hits filed as activators | SW480 DNA re-replication, Hoechst DNA content imaging, 48 h; further: potency means the concentration at half of the fitted maximal effect; % of control where 0% means no effect; nearly all actives have a fitted effect of over 55% in size
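DNA re-replication was detected as more nuclei of elevated Hoechst intensity after 48 hr exposure to compound (23 nL pinned per well of 250 cells).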
KB-3-1 tox – kills parental KB-3-1 adenocarcinoma cells | KB-3-1 viability, CellTiter-Glo ATP luminescence, 72 h | Potency, µM (doses to about 46.1 µM), for the others: top-dose activity change, negative = cytotoxic, hits mostly cytotoxic | 400,000 tested, 1.4% active; further: potency means the concentration at half of the fitted maximal effect; on the % scale 0 is the no-effect control and ±100 the full control effect; nearly all actives have a fitted effect of over 60% in size
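KB-3-1 parental drug-naive adenocarcinoma cells in DMEM/10% FBS, incubated 72 h at 37 C with pin-transferred compounds across a concentration series. Viability by CellTiter-Glo luminescence; concentration-response curves fitted after normalization.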
HT1080NT lethal – kills 2HG-producing HT-1080-NT fibrosarcoma cells. 360,000 tested, 1.6% active. Potency, µM (top dose mostly 46.1 µM), for inactives: top-dose activity, negative = less viability, usual class: cytotoxic. HT-1080-NT fibrosarcoma viability, CellTiter-Glo ATP luminescence, 48 h;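 further: NT is the 2HG producing partner of a matched IDH1 knockdown line; potency means the concentration at half of the fitted maximal effect; 0% = DMSO-treated cells and -100% = media-only wells without cells; nearly all actives have a fitted effect of over 55% in size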
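Luminescent CellTiter-Glo readout after 48 hours of compound exposure at 37 degrees C defined viability of HT-1080-NT cells. Activity was normalized to DMSO wells and cell-free media wells; concentration-response curves were fitted and assigned curve classes.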
MCF10A rereplic – induces DNA re-replication in MCF 10a normal breast cells. MCF 10A DNA re-replication, Hoechst nuclear intensity, 48 h. Potency, µM (titrated, usually from 46.1 µM), inactives show top-dose activity, positive = re-replication, hits mostly activators. 350,000 tested, 2.9% active; further: potency means the concentration at half of the fitted maximal effect; % of control where 0% means no effect; nearly all actives have a fitted effect of over 50% in size
The depositor's hits bear a star; ? = inconclusive; . = no result given; & = joins results of further samples; [ ] = remark or other dose. Unless noted, the call rests on the fitted dose curve; in most records, active means well fitted curve in the direction sought with a large enough effect; inconclusive means small, poorly fitted or top-dose-only effect, or another doubt; inactive means no such curve, though single readings can be large; an effect the other way counts as inactive or inconclusive.

SMILES	KB-V1 cytotox	ATXN2 expr inh	HT1080 IDH1KD tx	IL1B secr inh	WRN inhibitor	SW480 rerep	KB-3-1 tox	HT1080NT lethal	MCF10A rereplic
OCC[n+]1c2ccccc2nc2ccc(N3CCOCC3)cc21	3%	-33%	-14%	.	-2%	-22%	-6%	-5%	-4%
Cc1c(NC(NC(=O)CF)C(Cl)(Cl)Cl)c(=O)n(-c2ccccc2)n1C (stereo unspecified)	-2%	-2%	16%	0	-4%	-1%	9%	18%	-1%[9.22 µM]
COC(=O)C1=C(c2ccc(F)cc2OCc2ccccc2)C[C@@H]2CC[C@H]1N2C(=O)NCCOc1ccccc1	?	?	5%	?	-8%	-8%	?	0%	?
CC1=CC(=C2C(=O)NC(=O)NC2=O)C=C(C(F)(F)F)N1C(C)C	-13%	1%	5%	-3	-9%	-5%	9%	14%	11%
CCOC(=O)C(O)(c1ccc(N(CC)S(=O)(=O)c2ccc(C)cc2)cc1)C(F)(F)F (stereo unspecified)	18µM*	3%	-9%	-12	-18%	?	2%	7%	?
C=CCn1c(O)c(C(C)=NCCCN(C)C)c(=O)[nH]c1=O	4%	-5%	22%	18	-29%	-13%	20%	15%	-9%
O=C(Oc1cncc(Cl)c1)c1sccc1Cl	13%	0%	0%	3	31%[activator]	-7%	-5%	6%	17%
COc1ccc(N2C(=O)NC(=O)C(CCc3ccncc3)(CCc3ccncc3)C2=O)cc1	11%	4%	3%	4	-8%	22%	0%	4%	28%
CCCC(=O)OCC[N+](C)(C)C	20%	9%	14%	15	-8%	-4%&12%	0%	22%	-1%&-4%
COc1ccc(-[n+]2c(-c3ccccc3)cc(-c3ccc(C)cc3)cc2-c2ccccc2)cc1	-27%	?	2.6µM*	-94*	-9%	?	2.6µM*	4.6µM*	?
O=C(c1cccnc1)N1Cc2ccccc2-n2nncc2C1	-19%	12%	3%	24	-7%	.	-1%	2%	.
Cc1cccc(OP(=O)(Oc2cccc(C)c2)OC(c2ccccc2)C(F)(F)F)c1 (stereo unspecified)	-8%	-13%	-8%	-3	-3%	?	-5%	-8%	?
O=C(c1ccccc1NS(=O)(=O)c1ccc(Br)cc1)N1CCOCC1	2%	1%	-5%	-53*	?	-1%	-1%	0%	1%
O=C1C(Cl)=CC(=Nc2ccc(O)cc2)C=C1Cl	0%	-6%	-1%	?	-17%	-38%	?	-9%[9.24 µM]	?
CC(C)CCNC(=O)c1cc(C(=O)c2cc(Br)ccc2O)cn(CCC(C)C)c1=O	-15%	5%	-3%	19	-4%	-6%	-4%	-5%	?
CCOP(=O)(OCC)C(O)c1ccccc1 (stereo unspecified)	-15%	-21%	3%	7	1%	-6%	1%	0%	-1%
NC1CCc2cc(O)c(O)cc2C1 (stereo unspecified)	1%	-3%	-28%	18	-7%	-9%	0%	-10%	-1%
CCCC12CN3CCN(C1)CC(CCC)(C3)C2=O	-2%	1%	1%	13	-1%	2%	12%	3%	-5%
CCCCCCC(=O)N/N=C/c1c(O)n(C(C)CC)c(=S)[nH]c1=O (stereo unspecified)	-29%	.	15µM*	220	3%	?	?	?	?
CCN(CCCl)c1cc(CN(C)C)cc(NC(=O)c2ccc(C(=O)Nc3cc(CN(C)C)cc(N(CC)CCCl)c3)cc2)c1	-7%	0.71µM*	2.9µM*	-94*	?	?	0.52µM*	7.3µM*	14%
O=C(COC(=O)Cc1ccccc1)NNC(=O)c1ccc([N+](=O)[O-])cc1	?	-4%	-5%	10	-2%	11%	2%	-8%	-3%
c1ccc(CC2CCCCN2)cc1 (stereo unspecified)	-16%	-15%	18%	3	8%	-3%	-2%	9%	3%
COC(=O)C1=C(c2ccc(C(C)=O)cc2)C[C@@H]2CC[C@H]1N2C(=O)NCc1ccc(C(F)(F)F)cc1	-8%	9%	0%	26	-1%	1%	10%	-2%	-2%
C[C@H](CO)N1C[C@H](C)[C@@H](CN(C)C(=O)Oc2ccc3ccccc3c2)OCc2cn(nn2)CCCC1=O	15%	3%	9%	20	4%	.	11%	4%	.
CCC1(C)OC(c2ccccc2)=C/C(=C/C=C2C(=O)NC(=O)NC2=O)O1 (stereo unspecified)	2%	.	-18%	10	?	?	3%	-3%	21µM*
CCOc1ccc(S(=O)(=O)N(C)c2ccc(OCC(=O)N3c4ccc(C)cc4C4CN(C)CCC43)cc2)cc1 (stereo unspecified)	-7%	-3%	?	-50*	7%	4%	-14%	.	?
CCOP(=O)(OCC)C(NC(=O)c1ccccc1)=C(Cl)Cl	-13%	2%	-2%	-25	-2%	?	-1%	13%	-57%[inhibitor]
CC(Cc1ccccc1)N1Cc2ccccc2C1 (stereo unspecified)	0%	.	-4%	-4	1%	-9%	8%	10%	-5%
Cc1nc2c(C(=O)N3CCC4(CC3)OCCO4)cnn2c(C)c1Cc1cccc(Cl)c1	-13%	11%	-7%	-2	-3%	-10%	8%	-7%	42%
O=[N+]([O-])c1ccc(N2CCCCCC2)c2nonc12	?	3%	0%	-25	22µM*	10%[1.84 µM]	?	-22%	?
O=c1[nH]c(SCc2ccccc2Cl)nc2c1CCCC2	?	-5%	0%	15	-7%	1%	5%	3%	?
Cc1cccc(-n2c(O)c(C=NC34CN5CN(CN(C5)C3)C4)c(=O)[nH]c2=O)c1	6%	.	6%	0	-2%	-4%	1%	14%	-3%
COc1ccc(OC(=O)N(C)C)c(CN(C)C)c1	-4%	-7%	15%	8	10%	-5%	19%	8%	1%
c1ccc(CNc2ncnc3nc[nH]c23)cc1	0%&-7%&7%	2%	-21%	5	2%	-50%[inhibitor]	0%&23%&0%	-4%	-3%
COC(=O)C1=C(c2ccccc2OCc2ccccc2)C[C@@H]2CC[C@H]1N2C(=O)NCc1ccc(C(F)(F)F)cc1	11%	-6%	-28%	?	-5%	12%	?	-13%	11%
O=S(=O)(c1ccc(Cl)cc1)N1CN2CCN(C2)C1	2%	5%	13%	-18	0%	0%	-4%	23%	-2%
CC1=CC(O)C(O)C2(C)C1CC1OC(=O)C(O)C3C(C)C(O)C4(O)OCC13C42 (stereo unspecified)	-1%	10%	?	38	0%	-4%	?	-12%	17%
CCCCC(=O)N/N=C/c1c(O)n(CCCC)c(=S)[nH]c1=O	1%	?	?	62	-3%	0%	-3%	?	0%
O=c1c2ccccc2nc(Cc2ccccc2)n1-c1cccc(O)c1	?	-13%	-10%	-20	-5%	-2%	-27%	-11%	27%
CCC(=O)OC1(Cc2ccc(CC)cc2)CC(C)N(C)CC1C (stereo unspecified)	-10%	-19%	-3%	-13	-2%	-2%	-1%	-10%	2%
Cc1cc([N+](=O)[O-])c2ccccc2[n+]1[O-]	0.52µM*	.	8.2µM*	-99*	3%	15µM*	0.92µM*	6.5µM*	16µM*
CC(=O)c1ccc2c(c1)C1C(Cl)C(Sc3ccccc3[N+](=O)[O-])CC1C(c1ccccc1[N+](=O)[O-])N2 (stereo unspecified)	-2%	-7%	-17%	-20	-5%	1%	-6%	-14%	2%
C1CCC2CCCCC2C1 (stereo unspecified)	13%	-9%	-1%	-5	5%	-30%	0%	20%	-2%
COC(=O)C(O)(c1ccc(N(C)C(=O)OC(C)C)cc1)C(F)(F)F (stereo unspecified)	-25%	1%	8%	-8	-13%	-4%	-11%	-1%	-4%
COc1ccc(CC(=O)N2CCN(C)CC2)cc1OC	11%	5%	-4%	13	-2%	0%	1%	-6%	-1%
CCOC(=O)c1ccccc1NC(=O)c1c(O)[nH]c(=S)[nH]c1=O	3%	-1%	1%	5	9%	-13%	13%	-1%	-1%
NC(=O)Nc1cccc(C(F)(F)F)c1	-2%	9%	1%	-7	5%	-8%	0%	1%	19%
Nc1ccc2ccc3cccc[n+]3c2c1	11%	-23%	-19%	39	-10%[11.6 µM]	2.9µM*	?	-18%	1%
O=C(NCCCN1CCCC1)c1ccc2c(c1)N(Cc1cccc(Cl)c1)C(=O)c1ccccc1S2=O (stereo unspecified)	-1%	-18%	?	-16	2%	-7%	-1%	16µM*	2%
CN(C)C(=O)Oc1ccc(OCc2nc3ccccc3[nH]2)cc1	12µM*	?	6.5µM*	-5	-4%	0%	?	7.3µM*	8%

Remaining list, next part.
SMILES	KB-V1 cytotox	ATXN2 expr inh	HT1080 IDH1KD tx	IL1B secr inh	WRN inhibitor	SW480 rerep	KB-3-1 tox	HT1080NT lethal	MCF10A rereplic
NC1C2CN3CCN(C2)CC1(c1ccccc1)C3 (stereo unspecified)	4%	7%	19%	-7	5%	-14%	-4%	9%	0%
COc1ccc(N2CC2c2ccncc2)cc1 (stereo unspecified)	2%	-2%	-4%	-14	-9%	-1%	-3%	6%	5%
CS(=O)(=O)c1ccc(C2=C(CNC(=O)c3nccs3)[C@H]3CC[C@@H](C2)N3Cc2ccco2)cc1	-14%	-4%	-1%	5	-3%	.	-4%	-4%	.
Nc1c(C(=O)NCCCc2ccccc2)c2nc3ccccc3nc2n1Cc1cccs1	15µM*	?	-27%	-21	-19%	2.9µM*	?	?	?
O=C(O)C1Cc2ccccc2N2CCCC12 (stereo unspecified)	-8%	-22%	-7%	66	-19%	?	-7%	-12%	-3%
Cc1cccnc1-n1c(C)nc2ccccc2c1=O	1%	1%	-4%	-2	8%	-4%	0%	-1%	4%

A portion of the library; rates above refer to the full screens.
